From PubChem
Rv3671c inh = Rv3671c serine protease inhibitors, primary screen, biochemical, fluorescence polarization, M. tuberculosis H37Rv; P9WHR9; inhibition, % at 5.96 µM; 0.048% of 320,000 active; AID 2606, 2010; in the data active = inhibition above about 38%;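 also: extracellular domain of Rv3671c used as enzyme; 0% = enzyme with DMSO and 100% = no enzyme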
UGM FP inh = M. tuberculosis UGM enzyme inhibitors, primary screen, biochemical, fluorescence polarization, single point. purified UGM, fluorescence polarization probe displacement. inhibition, % at 10 µM. 0.06% of 320,000 active. AID 504406, 2011; in the data active = inhibition above about 10%, passing the limit was not always enough; inconclusive = no clear call, values can overlap the other calls
Target sequence (P9WIQ1 whole entry, looked up): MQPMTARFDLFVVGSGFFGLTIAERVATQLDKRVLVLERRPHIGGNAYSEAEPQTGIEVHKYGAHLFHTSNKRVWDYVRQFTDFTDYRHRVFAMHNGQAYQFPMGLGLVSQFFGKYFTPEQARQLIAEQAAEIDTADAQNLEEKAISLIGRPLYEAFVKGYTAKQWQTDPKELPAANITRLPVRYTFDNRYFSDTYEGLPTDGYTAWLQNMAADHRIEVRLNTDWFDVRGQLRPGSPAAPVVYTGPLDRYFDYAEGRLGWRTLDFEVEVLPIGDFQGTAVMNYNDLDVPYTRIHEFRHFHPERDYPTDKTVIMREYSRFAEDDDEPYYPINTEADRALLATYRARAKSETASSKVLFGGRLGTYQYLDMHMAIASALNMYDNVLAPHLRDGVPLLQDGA
BoNT-F LC inh = BoNT/F light chain protease inhibitors, primary screen, biochemical, flow cytometry, MLPCN library | Botulinum neurotoxin type F light chain protease (Clostridium botulinum) | 0.22% of 360,000 active | Multiplex microsphere protease cleavage assay | inhibition, % at 10 µM; in the data active = inhibition above about 35%, passing the limit was not always enough; inconclusive = no clear call, values can overlap the other calls; also: plate controls were buffer without enzyme for full effect and enzyme alone for no effect
FBA Mtb inh = Mtb FBA enzyme inhibitors, primary screen, biochemical, fluorescence, strain H37Rv; inhibition, % at 1 µM; Fructose-bisphosphate aldolase (Mycobacterium tuberculosis (strain ATCC 25618 / H37Rv)), …; purified M. tuberculosis FBA, fluorescence read-out; 2.3% of 360,000 active; in the data active = inhibition above about 27%;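 also: 0% = vehicle and 100% = reference inhibitor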
Target sequence (P9WQA3 whole entry, looked up): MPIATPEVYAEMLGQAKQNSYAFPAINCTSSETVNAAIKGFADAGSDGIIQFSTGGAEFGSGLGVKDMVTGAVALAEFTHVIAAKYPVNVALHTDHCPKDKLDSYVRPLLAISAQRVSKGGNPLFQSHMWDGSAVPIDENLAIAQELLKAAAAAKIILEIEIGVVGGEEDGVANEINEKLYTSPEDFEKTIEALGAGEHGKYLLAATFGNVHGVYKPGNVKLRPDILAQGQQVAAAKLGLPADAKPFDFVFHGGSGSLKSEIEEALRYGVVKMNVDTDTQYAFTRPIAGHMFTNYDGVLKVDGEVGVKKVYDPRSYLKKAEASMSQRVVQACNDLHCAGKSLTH
GDH-TPI counter = GDH-TPI coupling enzyme inhibitors, primary screen, artefact control for M. tuberculosis FBA inhibitor project, biochemical, absorbance, full deck | GDH-TPI coupled enzyme counterscreen, NADH absorbance | inhibition, % at 4.8 µM | 1.2% of 360,000 active; in the data active = inhibition above about 30%;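 also: 0% = DMSO wells and 100% = wells lacking the enzyme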
FadD28 FP inh = inhibitors of FadD28 bisubstrate probe binding, primary screen, biochemical, fluorescence polarization, single point. Mycobacterium tuberculosis FadD28 fatty-acid-AMP ligase. inhibition, % at 12.5 µM. 0.22% of 360,000 active; in the data active = inhibition above about 8.5%, passing the limit was not always enough; inconclusive = no clear call, values can overlap the other calls
MazF activator = activators of E. coli MazEF toxin-antitoxin RNase, primary screen, biochemical, fluorescence, uHTS; FAM/BHQ RNA-DNA oligo cleavage fluorescence, 5 h; activation, % at 20 µM; 0.32% of 350,000 active; AID 504720, 2011; in the data active = activation above about 50%
Target sequence (P0AE70 whole entry, looked up): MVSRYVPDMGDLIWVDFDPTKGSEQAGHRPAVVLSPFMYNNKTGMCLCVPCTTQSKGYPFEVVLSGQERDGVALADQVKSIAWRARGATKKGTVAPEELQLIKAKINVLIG
Mtb BioA inh = M. tuberculosis BioA enzyme inhibitors, primary screen, biochemical, plate reader, single point, HTS; inhibition, % at 9.99 µM; 7,8-diaminopelargonic acid synthase BioA (Mycobacterium tuberculosis); 0.096% of 360,000 active; purified M. tuberculosis BioA enzyme; in the data active = inhibition above about 40%; inconclusive = no clear call, values can overlap the other calls
PrPC surface inh = inhibitors of human cell surface prion protein PrPC, primary screen, cell-based, TR-FRET. Major prion protein (Homo sapiens), P04156. TR-FRET read-out. inhibition, % at 13.8 µM. 0.43% of 370,000 active. AID 720596, 2013; in the data active = inhibition above about 24%; also: 0% = median of the test wells and 100% = reference compound wells
Active calls of the source: *; u = inconclusive; x = no result given; & = joins results of further samples. Compounds as they come (roughly 4.8% active in at least one column).

SMILES	Rv3671c inh	UGM FP inh	BoNT-F LC inh	FBA Mtb inh	GDH-TPI counter	FadD28 FP inh	MazF activator	Mtb BioA inh	PrPC surface inh
CCN(CC)CCCN1C(=O)C2C(C(=O)Nc3ccc(C(C)C)cc3)C3C=CC2(O3)C1C(=O)NC1CCCCC1 (stereo not given)	-1	-1.6	8	2	-7	-4.2	15	-1.0	4
Cc1ccc(-n2c(Cc3cccs3)nnc2SCC(=O)OC(C)C)cc1	-4	-0.3	-1	-1	-6	-1.0	-2	4.6	7
CCCN1CCN(C(=O)Cn2ncc3c([nH]c4ccc(C)cc43)c2=O)CC1	4	-4.1	1	11	6	-2.4	1	-1.8	9
COc1ccc(OC)c(N(CC(=O)N2CCCC2)S(=O)(=O)c2ccc(OC)c(OC)c2)c1	1	0.4	-6	3	-2	3.7	0	-1.7	3
C#CCN1C=CC(=O)[C@@H](OC(=O)Nc2ccc(Cl)cc2)[C@H]1c1ccccc1Br	x	x	-3	-2	20	-15	1	-0.2	2
O=C(C1CCC1)N1CCN(S(=O)(=O)c2ccccc2)CC1	9	-1.5	3	1	8	-0.7	-1	-1.1	4
COc1cc(/C=C/c2ccc3cccc(O)c3n2)cc(Cl)c1OC	-5	0.6	-22	-1	7	-2.1	-5	0.2	-39
Cc1ccc(C(=O)N(c2ccccn2)C(C)c2ccco2)cc1 (stereo not given)	-2	0.0	8	1	9	-1.0	-3	-0.3	3
Cc1ccccc1-c1nc(NC(C)C)nc2ccsc12	x	x	-6	64*	22	-1.0	x	1.0	1
CC(Sc1nccn1C)C(=O)c1ccc(Br)cc1 (stereo not given)	-1	4.0	-2	2	-3	-1.1	9	8.3	-2
CC(=O)N1CCc2ccc(S(=O)(=O)N3CC(C)OC(C)C3)cc21 (stereo not given)	6	2.2	-6	3	10	-1.6	9	x	2
CC(=O)N1c2ccc(S(=O)(=O)N3CCCCC3)cc2CC1C(=O)Nc1ccc(C)cc1 (stereo not given)	-4	0.1	-1	3	-6	-1.7	6	0.7	3
CC(=O)/C(N=Nc1ccc(C(=O)O)cc1[N+](=O)[O-])=C(\C)O	1	1.2	7	-2	69*	-1.6	9	-1.4	-18
CCOC(=O)c1nn(-c2ccc(Cl)cc2)c(C)cc1=O	-9	-2.7	-17	0	-6	x	4	2.7	5
CCOc1ccc(Nc2ncnc3c2cnn3-c2ccccc2)cc1	-13	0.8	4	5	8	-1.6	6	-0.7	3
O=c1c2c(n3nnnc3n1Cc1ccccc1)-c1ccccc1CC21CCCC1	1	2.5	-6	0	-3	-3.1	-10	-1.3	5
Cc1ccc(CN2CCC(Oc3ccc(C(=O)NCc4ccccn4)cc3)CC2)o1	0	-4.0	2	-3	6	0.5	-6	-0.3	-3
CCCCNC(=O)c1onc(CSc2cccc(OCC)c2)c1C(=O)O	-1	1.6	-2	1	8	-1.1	-1	2.1	5
O=C(COC(=O)c1c(F)cccc1F)Nc1ccc2c(c1)OCO2	x	x	-2	1	-5	-1.9	1	1.1	-10
Clc1ccc(CSc2ncn[nH]2)cc1	-9	0.2	5	0	3	0.3	7	0.4	-4
COc1ccc(S(=O)(=O)Nc2ccc3c(c2)n(C)c(=O)n3C)cc1OC	9	-2.0	12	1	4	-1.6	-48	x	8
CS(=O)(=O)N1CCC(C(=O)NCc2ccncc2)CC1	-5	-0.3	14	3	-6	-4.8	6	-0.8	-3
COc1ccc(Cl)cc1NC(=S)Nc1cccnc1	-10	-4.6	-3	3	-7	-2.0	2	22	-5
COc1ccc(OC)c(CN2CCN(C(=O)c3cccc(S(=O)(=O)Nc4ccc(F)cc4)c3)CC2)c1	x	x	2	-1	-8	-4.9	-1	1.5	6
O=C(O)c1cc(-c2cccnc2)nn1-c1ccccn1	-1	-0.5	9	-4	-1	1.0	-1	-0.4	-3
(list continues)
SMILES	Rv3671c inh	UGM FP inh	BoNT-F LC inh	FBA Mtb inh	GDH-TPI counter	FadD28 FP inh	MazF activator	Mtb BioA inh	PrPC surface inh
Cc1ccc(S(=O)(=O)n2ccc3c(OCCOCCNCc4ccc(F)cc4)cccc32)cc1	-8	0.2	-56	2	3	-1.1	13	-1.6	-5
O=C(NCc1ccccc1)C1=C[C@H](c2csc3ccccc23)C[C@H](OCCCCO)O1	-7	-0.8	1	1	5	-2.0	-1	0.2&-0.3	-4
Fc1ccccc1CCNCc1cccc2ccccc12	2	-4.0	-13	2	-1	-3.6	2	x	-8
O=C(Nc1ccc(F)cc1F)c1ccc(COc2c(F)c(F)cc(F)c2F)o1	-2	0.4	-5	3	-3	3.3	-15	-0.7	-4
O=c1[nH]c(SCc2nc3ccccc3c(=O)n2-c2ccccc2)nc2ccccc12	-22	-3.9	-6	-1	1	-0.3	1	x	2
CCOC(=O)c1nnn2c1nc(N(CC)CC)c1ccccc12	-2	-1.6	x	0	28	-1.5	8	0.1	-1
S=C(NCc1ccc2c(c1)OCO2)NC1CCN(Cc2ccccc2)CC1	-1	1.0	1	1	16	x	7	2.2	0
O=C(NC(c1ccccc1)c1ccccc1)C1CCCN(S(=O)(=O)c2cnc[nH]2)C1 (stereo not given)	-7	-0.3	-6	0	1	-0.5	0	0.1	-8
COc1cc([N+](=O)[O-])ccc1NC(=O)CN1C(=O)NC2(CCCCC2C)C1=O (stereo not given)	x	x	0	-1	6	-3.1	-2	x	-17
CC1CCN(C(=O)CN2c3cccc4cccc(c34)S2(=O)=O)CC1	9	1.3	-3	12	-8	x	4	0.1	-8
CCCc1ccc(Oc2cn[nH]c2-c2ccc(O)cc2O)cc1	7	1.7	x	4	9	-3.5	5	0.8	2
CN1CCN(Cc2nc3c(c(=O)[nH]c(=O)n3C)n2Cc2c(F)cccc2Cl)CC1	-2	-2.8	-6	3	6	2.2	12	-3.4	-8
CC1CCCC(NC(=O)CCCn2ncn3c(cc4occc43)c2=O)C1C (stereo not given)	-5	-1.7	9	-10	-4	-3.9	6	7.3	-3
COc1ccc(CN2CCCC(CO)(Cc3ccc(F)cc3)C2)c(OC)c1OC (stereo not given)	-3	1.6	u	1	8	-1.8	1	0.5	-7
CC(=O)Oc1ccc(C)cc1-n1nc2ccccc2n1	8	-0.5	1	3	7	0.3	8	1.4	0
CCCc1nc2ccc(NC(=O)c3cccs3)cc2c(=O)n1Cc1ccc(Cl)cc1	-24	-3.1	-7	2	-2	-3.6	1	2.1	5
CCn1[nH]c(=O)c(=Nc2c(C)n(C)n(-c3ccccc3)c2=O)cc1-c1ccc(Cl)cc1	-1	1.4	2	1	3	-2.1	-2	x	-4
Cc1cc2ncn(CCC(=O)NC(C)(C)C)c2cc1C	3	1.3	0	-2	-1	0.4	4	x	-2
C(=C\c1ccccc1)/CN1CCN(C(c2ccccc2)c2nnnn2Cc2ccccc2)CC1 (stereo not given)	x	x	-4	-1	x	-3.1	x	-3.2	8
O=C(ONC1=NCCCCC1)c1ccc([N+](=O)[O-])cc1	-2	-2.4	2	-2	5	-0.3	2	x	-10
Cc1ccc(S(=O)(=O)Nc2c(C)n(C)n(-c3ccccc3)c2=O)cc1	0&4	2.3&1.7	1&-4	0&1	-3&-4	-4.0&-0.4	0&-2	-0.7&-0.4	3&-4
CN(C)/C=C(/C(=O)c1ccc(Cl)cc1Cl)S(=O)(=O)c1ccccc1	-3	0.0	7	-2	4	-0.6	3	2.0	2
O=C(COC(=O)C12CC3CC(CC(Cl)(C3)C1)C2)Nc1ccccc1	-1	0.1	1	-1	-6	-3.8	-1	-0.1	-5
CC(CNC(=O)Cn1ccc2cc(S(=O)(=O)N3CCCC3)ccc21)c1ccccc1 (stereo not given)	-7	1.0	-1	-2	-3	-0.9	5	0.2	1
CC(C)Oc1ccc(C(=O)Nc2ccc(N3CCCCC3)cc2)cc1	-23	-2.8	1	3	3	-1.9	1	x	0

Full records as entered above.
CC(CNC(=O)Cn1ccc2cc(S(=O)(=O)N3CCCC3)ccc21)c1ccccc1 (stereo not given) as listed: Rv3671c inh = -7; UGM FP inh = 1.0; BoNT-F LC inh = -1; FBA Mtb inh = -2; GDH-TPI counter = -3; FadD28 FP inh = -0.9; MazF activator = 5; Mtb BioA inh = 0.2; PrPC surface inh = 1
Fc1ccccc1CCNCc1cccc2ccccc12 as listed: Rv3671c inh = 2; UGM FP inh = -4.0; BoNT-F LC inh = -13; FBA Mtb inh = 2; GDH-TPI counter = -1; FadD28 FP inh = -3.6; MazF activator = 2; Mtb BioA inh = x; PrPC surface inh = -8
O=C(NC(c1ccccc1)c1ccccc1)C1CCCN(S(=O)(=O)c2cnc[nH]2)C1 (stereo not given) as listed: Rv3671c inh = -7; UGM FP inh = -0.3; BoNT-F LC inh = -6; FBA Mtb inh = 0; GDH-TPI counter = 1; FadD28 FP inh = -0.5; MazF activator = 0; Mtb BioA inh = 0.1; PrPC surface inh = -8

Taken from above.
`Cc1cc2ncn(CCC(=O)NC(C)(C)C)c2cc1C` | BoNT-F LC inh: 0
`CN(C)/C=C(/C(=O)c1ccc(Cl)cc1Cl)S(=O)(=O)c1ccccc1` | BoNT-F LC inh: 7
`O=C(COC(=O)c1c(F)cccc1F)Nc1ccc2c(c1)OCO2` | MazF activator: 1
`Cc1ccccc1-c1nc(NC(C)C)nc2ccsc12` | FadD28 FP inh: -1.0
`CC(=O)/C(N=Nc1ccc(C(=O)O)cc1[N+](=O)[O-])=C(\C)O` | Rv3671c inh: 1

Later entries:
SMILES	Rv3671c inh	UGM FP inh	BoNT-F LC inh	FBA Mtb inh	GDH-TPI counter	FadD28 FP inh	MazF activator	Mtb BioA inh	PrPC surface inh
O=C(COC(=O)c1ccc(Cl)c(S(=O)(=O)N2CCCC2)c1)NC1CCCCC1	5	-3.9	4	1	2	-2.4	12	-0.5	0
Clc1ccc(C=NN2CCCCCC2)c(Cl)c1	x	x	-12	3	4	-0.1	2	x	4
CC(=O)c1cccc(NC(=O)C2CCCCC2)c1	4	-2.3	-11	4	5	-1.2	6	2.1	1
O=C(C1COc2ccccc2O1)N1CCN(c2ccc([N+](=O)[O-])cc2)CC1 (stereo not given)	0	1.0	x	-5	4	-0.2	-3	-0.3	-15
CCCc1ccc(C(O)c2ncc(-c3cccc(F)c3)[nH]2)cc1 (stereo not given)	x	x	0	0	12	-0.6	x	1.6	0
CC(=O)Nc1c(O)nc(SCC(=O)Nc2sc3c(c2C#N)CCCCCC3)[nH]c1=O	-4	1.7	2	-2	4	-1.5	-8	0.1	0
CC1(NC(=O)Nc2cc([N+](=O)[O-])ccc2O)CCS(=O)(=O)C1 (stereo not given)	6	-2.2	4	-18	9	-0.7	-2	0.1	-12
CCN(CC(=O)Nc1ccc2c(c1)OCCO2)Cc1cc(=O)oc2cc(C)c(C)cc12	0	-2.2	-21	-7	-6	-4.1	-4	x	-10
COc1ccc(C(=O)Nc2ccc(Cl)cc2F)cc1S(=O)(=O)N1CCCC1	3	-2.5	22	-2	3	-0.6	4	2.9	-7
O=C(CCN1CCN(c2ccccc2)CC1)N/N=C/c1ccc([N+](=O)[O-])o1	-4	-0.5	-10	-1	38*	-2.3	1	1.9	-42
O=C(C1CC(=O)N(c2ccc3c(c2)OCCO3)C1)N1CCN(c2ccccc2)CC1 (stereo not given)	1	-0.6	-5	-1	8	-3.7	1	4.0	7
COc1cc(-c2c(-c3ccc4c(c3)OCO4)noc2C)ccc1F	-5	0.1	0	2	0	-3.9	-17	1.9	16

Some entries already given with just Mtb BioA inh.
SMILES | Mtb BioA inh
O=C(C1CCC1)N1CCN(S(=O)(=O)c2ccccc2)CC1 | -1.1
COc1cc(/C=C/c2ccc3cccc(O)c3n2)cc(Cl)c1OC | 0.2
